Gli-Sufu block: Gli-Sufu pathway antagonists, primary screen, luciferase luminescence, Sufu-KO-LIGHT cells, uHTS; AID 588413, 2011; hit rate 0.74% among 340,000; inhibition, % at 5 µM; Sufu-KO-LIGHT fibroblasts, Gli luciferase reporter luminescence;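 active means inhibition above about 55%, limit read from the data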;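 further: 0% = DMSO-treated cells and 100% = wells with medium but no cells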
ATG4B inh: ATG4B protease inhibitors, primary screen, biochemical, fluorescence, uHTS; Cysteine protease ATG4B (Homo sapiens), Q9Y4P1; ATG4B cleavage of LC3-PLA2, NBD-HPC fluorescence, 1 h; inhibition, % at 8.33 µM; hit rate 0.51% among 340,000; in the data active means inhibition above about 40%
UBC13 polyUb: UBC13 polyubiquitin chain formation inhibitors, primary screen, biochemical, TR-FRET, uHTS; hit rate 0.47% among 330,000; inhibition, % at 20 µM; in the data active means inhibition above about 45%, passing the limit was not always enough
Target sequence (P61088 whole entry, looked up): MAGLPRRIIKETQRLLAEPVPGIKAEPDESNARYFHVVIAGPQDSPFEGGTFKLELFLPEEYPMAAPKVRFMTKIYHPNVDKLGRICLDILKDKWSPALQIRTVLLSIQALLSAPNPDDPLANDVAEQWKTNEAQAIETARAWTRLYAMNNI
CXCR6 inh: CXCR6 receptor inhibitors, primary screen, cell-based, beta-arrestin, luminescence, CHO-K1 PathHunter, 1536-well; C-X-C chemokine receptor type 6 (Homo sapiens), O00574; inhibition, % at 20 µM; hit rate 0.36% among 360,000; AID 602244, 2012; in the data active means inhibition above about 34%, passing the limit was not always enough;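 further: antagonist mode with CXCL16 agonist at 10 nM final; 0% = 10 nM CXCL16 with DMSO and 100% = unstimulated wells without agonist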
EBI2 block: EBI2 receptor antagonists, beta-arrestin recruitment, primary screen, cell-based, luminescence, 7a,25-OHC stimulation, uHTS; G-protein coupled receptor 183 (Homo sapiens), P32249; 7a,25-OHC stimulated; inhibition, % at 5 µM; hit rate 0.81% among 360,000; in the data active means inhibition above about 38%;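 further: enzyme fragment complementation signal reports receptor beta-arrestin coupling in cells; 0% = agonist plus DMSO wells and 100% = wells without agonist; some results beyond the cut were filed as inactive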
CCR6 antag: CCR6 receptor antagonists, primary screen, cell-based, CHO-K1, luminescence, beta-arrestin, uHTS. C-C chemokine receptor type 6 (Homo sapiens), P51684. CHO-K1 CCR6 PathHunter beta-arrestin, CCL20-stimulated. inhibition, % at 20 µM. hit rate 0.49% among 340,000. AID 493098, 2011;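 active means compounds whose inhibition of the agonist-driven luminescence signal at 20 µM reaches about 50%, limit read from the data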;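 further: cells stimulated with CCL20 at 14 nM final; plate controls were DMSO with CCL20 for no effect and DMSO without agonist for full effect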
Target sequence (P51684 whole entry, looked up): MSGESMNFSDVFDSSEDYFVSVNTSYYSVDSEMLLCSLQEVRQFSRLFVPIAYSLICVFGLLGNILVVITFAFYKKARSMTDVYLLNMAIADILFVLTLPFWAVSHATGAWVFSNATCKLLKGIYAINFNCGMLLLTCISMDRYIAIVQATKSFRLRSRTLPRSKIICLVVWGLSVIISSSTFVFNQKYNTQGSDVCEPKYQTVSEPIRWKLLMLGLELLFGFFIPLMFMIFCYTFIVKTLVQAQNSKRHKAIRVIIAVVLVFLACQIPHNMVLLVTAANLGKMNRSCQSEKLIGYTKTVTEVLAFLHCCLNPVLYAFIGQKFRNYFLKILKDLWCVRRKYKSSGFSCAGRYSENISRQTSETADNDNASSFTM
APJ antagonist: antagonists of human apelin receptor APJ, primary screen, CHO-K1 cells, beta-arrestin complementation, luminescence | AID 2521, 2010 | P35414 | inhibition, % at 20 µM | hit rate 0.32% among 330,000;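 active means inhibition above about 40% at 20 µM, limit read from the data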;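 further: cells challenged with 10 nM apelin-13 agonist together with compound; plate controls were apelin-13 plus DMSO wells for no effect and DMSO wells lacking apelin-13 for full effect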
Target sequence (P35414 whole entry, looked up): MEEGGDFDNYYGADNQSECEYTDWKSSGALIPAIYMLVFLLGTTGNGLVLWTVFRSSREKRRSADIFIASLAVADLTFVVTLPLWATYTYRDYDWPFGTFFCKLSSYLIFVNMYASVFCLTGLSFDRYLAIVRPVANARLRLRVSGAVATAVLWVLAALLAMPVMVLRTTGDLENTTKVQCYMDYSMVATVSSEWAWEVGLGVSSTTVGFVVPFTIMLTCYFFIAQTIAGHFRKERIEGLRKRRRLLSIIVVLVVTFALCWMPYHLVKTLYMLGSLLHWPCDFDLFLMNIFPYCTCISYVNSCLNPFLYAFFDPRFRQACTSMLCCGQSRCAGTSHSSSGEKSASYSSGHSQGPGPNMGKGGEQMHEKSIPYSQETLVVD
APJ ag: agonists of human apelin receptor APJ, primary screen, CHO-K1 cells, PathHunter beta-arrestin, luminescence; 0% DMSO wells, 100% apelin; hit rate 0.11% among 330,000; AID 2520, 2010; P35414; activation, % at 20 µM;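 active means activation more than six SD over the plate average, tested at 20 µM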;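 further: 0% = DMSO alone and 100% = apelin-13 at 10 nM; some results filed as inactive read as strong as hits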
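Test system: CHO-K1 APJ beta-arrestin complementation cell line | Compound: Single test compound dose, 20 µM final, 1% DMSO | Incubation: Compound 90 min 25 °C, reagent 1 h | Measured by: beta-gal luminescence | Read-out basis: APJ–arrestin association signal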
Starred values were filed as active, the others as inactive; x = no result given.

SMILES	Gli-Sufu block	ATG4B inh	UBC13 polyUb	CXCR6 inh	EBI2 block	CCR6 antag	APJ antagonist	APJ ag
CC(=O)N(Cc1cc(=O)[nH]c2ccccc12)c1ccc(C)cc1	-1	1	6	5	-3	14	8	-1
O=C(CSc1nnnn1Cc1ccccc1)Nc1ccc2c(c1)OCCO2	-15	-12	1	-10	-1	6	5	0
Cc1ccnc(NS(=O)(=O)c2cnc(Cl)c(Br)c2)c1	5	-4	-5	-2	-4	9	-5	0
CNc1oc(-c2cccs2)nc1S(=O)(=O)c1ccccc1	6	1	-1	-2	-1	0	3	-2
O=C(CCc1ccccc1)Nc1nc2n(n1)C(c1ccc(Cl)cc1)CC(=O)N2 (configuration not stated)	-73	-7	-6	-6	-3	-13	3	2
CCOc1cc2c3c(c1)C1(C(=O)N3C(C)(C)CC2C)C(C#N)=C(N)N2C(=C1C#N)Nc1ccccc12 (configuration not stated)	8	-18	3	-4	-3	4	-10	4
CCN(CC)CCCNC(=O)Cn1cnc2sc(C)c(S(=O)(=O)N3CCN(c4ncccn4)CC3)c2c1=O	-3	-5	8	-1	-2	10	14	1
CC(=O)NC1=NN(C(C)=O)C(C)(c2ccc(Cl)s2)S1 (configuration not stated)	8	-1	6	-2	-1	2	2	-1
CN(C)S(=O)(=O)c1ccc(C(=O)NCC(=O)N/N=C/c2ccco2)cc1	-12	-17	2	-6	-4	2	5	-1
COc1ccccc1S(=O)(=O)NCc1ccc(C(=O)NC(C)c2ccccn2)cc1 (configuration not stated)	-8	4	10	4	5	9	18	-3
Cc1c(CC(=O)O)c(=O)oc2c(C)c(OCc3ccc(F)cc3F)ccc12	2	0	4	3	3	-6	21	-1
CCCCN(C(=O)c1[nH]c(C)c(C(C)=O)c1C)c1c(N)n(CCCC)c(=O)[nH]c1=O	3	-6	-3	2	-7	8	20	-3
COc1cc(NS(=O)(=O)c2ccc(Cl)cc2)c(C(=O)O)cc1OC	5	-8	8	-18	-2	2	-13	-1
COc1ccccc1C(NC(C)=O)c1c(O)ccc2ccc(O)cc12 (configuration not stated)	-1	-3	-6	-1	-6	11	8	-4
COc1ccccc1NS(=O)(=O)c1cccc(N2CC(O)=C(c3ccccc3)C2=N)c1	1	-3	0	-11	-11	11	-10	-3
Cc1ccc(C)c(NC(=S)NC(C)C(c2ccccc2)N2CCN(C)CC2)c1 (configuration not stated)	16	1	-6	6	-3	12	8	-2
Nc1ccc(C(=O)Nc2ccccc2C(=O)O)cc1	3	-12	0	2	-11	0	0	-2
Cc1ccccc1C(=O)NNC(=O)CCC(=O)Nc1cccc(Cl)c1C	0	7	2	-7	-19	2	16	-2
Cc1c(Br)c(O)c(Br)c2sc(=O)oc12	11	3	-9	-3	-10	-5	-38	1
CCn1c(NC(=O)Nc2cccc(C)c2C)cc2sccc21	-5	0	-12	-9	2	9	-16	-2

14 consecutive compounds out of the list so far, for reference:
SMILES	Gli-Sufu block	ATG4B inh	UBC13 polyUb	CXCR6 inh	EBI2 block	CCR6 antag	APJ antagonist	APJ ag
O=C(CCc1ccccc1)Nc1nc2n(n1)C(c1ccc(Cl)cc1)CC(=O)N2 (configuration not stated)	-73	-7	-6	-6	-3	-13	3	2
CCOc1cc2c3c(c1)C1(C(=O)N3C(C)(C)CC2C)C(C#N)=C(N)N2C(=C1C#N)Nc1ccccc12 (configuration not stated)	8	-18	3	-4	-3	4	-10	4
CCN(CC)CCCNC(=O)Cn1cnc2sc(C)c(S(=O)(=O)N3CCN(c4ncccn4)CC3)c2c1=O	-3	-5	8	-1	-2	10	14	1
CC(=O)NC1=NN(C(C)=O)C(C)(c2ccc(Cl)s2)S1 (configuration not stated)	8	-1	6	-2	-1	2	2	-1
CN(C)S(=O)(=O)c1ccc(C(=O)NCC(=O)N/N=C/c2ccco2)cc1	-12	-17	2	-6	-4	2	5	-1
COc1ccccc1S(=O)(=O)NCc1ccc(C(=O)NC(C)c2ccccn2)cc1 (configuration not stated)	-8	4	10	4	5	9	18	-3
Cc1c(CC(=O)O)c(=O)oc2c(C)c(OCc3ccc(F)cc3F)ccc12	2	0	4	3	3	-6	21	-1
CCCCN(C(=O)c1[nH]c(C)c(C(C)=O)c1C)c1c(N)n(CCCC)c(=O)[nH]c1=O	3	-6	-3	2	-7	8	20	-3
COc1cc(NS(=O)(=O)c2ccc(Cl)cc2)c(C(=O)O)cc1OC	5	-8	8	-18	-2	2	-13	-1
COc1ccccc1C(NC(C)=O)c1c(O)ccc2ccc(O)cc12 (configuration not stated)	-1	-3	-6	-1	-6	11	8	-4
COc1ccccc1NS(=O)(=O)c1cccc(N2CC(O)=C(c3ccccc3)C2=N)c1	1	-3	0	-11	-11	11	-10	-3
Cc1ccc(C)c(NC(=S)NC(C)C(c2ccccc2)N2CCN(C)CC2)c1 (configuration not stated)	16	1	-6	6	-3	12	8	-2
Nc1ccc(C(=O)Nc2ccccc2C(=O)O)cc1	3	-12	0	2	-11	0	0	-2
Cc1ccccc1C(=O)NNC(=O)CCC(=O)Nc1cccc(Cl)c1C	0	7	2	-7	-19	2	16	-2

(cont.)
SMILES	Gli-Sufu block	ATG4B inh	UBC13 polyUb	CXCR6 inh	EBI2 block	CCR6 antag	APJ antagonist	APJ ag
O=C(Nc1ccc2c(c1)OCO2)N1CCN(C/C=C/c2ccccc2)CC1	4	1	-1	4	45*	-14	24	-2
COc1ccc(OC)c(CC(=O)N2CCc3cc(OC)c(OC)cc3C2)c1	-1	-7	-2	8	7	8	-12	-4
COc1cc(CNCCSc2nnnn2C)cc(OC)c1OC	0	3	9	1	-2	-2	-12	-3
Cc1ccc(S(=O)(=O)NCC(=O)OCc2ccccc2Br)cc1	1	17	2	5	6	4	10	-2
COc1ccc(OC)c(N2Cc3cc(C)c(C)cc3C2)c1	-6	8	-33	10	-17	13	-9	0
O=C(C1CCC1)N1CCc2cc(S(=O)(=O)NCC3COc4ccccc4O3)ccc21 (configuration not stated)	-1	-16	10	-2	-2	7	0	-5
COc1ccc(/C(C)=N/NC(=S)NCc2ccco2)cc1	-10	-6	2	7	5	29	15	-1
CCCN1CC(=O)N2C(c3ccccc3)c3[nH]c4ccccc4c3C[C@H]2C1=O (some centres not stated)	-4	-2	4	4	11	9	9	-3
CCOc1ccc(C(=O)O)cc1OC	1	-2	-4	-23	-8	9	0	-3
O=C(Cn1c2ccccc2c(=O)c2ccccc21)N/N=C/c1cc([N+](=O)[O-])ccc1N1CCCCC1	4	-4	-20	8	-19	18	0	-3
CN=C1c2ccccc2CN1c1cccc(C(=O)OC)c1	-7	-8	4	-2	6	1	21	3
Cc1nc([N+](=O)[O-])cn1CC(=O)Nc1ccc(Cl)cc1	1	0	4	3	-2	-14	9	-4
CCC(C)(C)n1nnnc1C(c1cc2cc3c(cc2[nH]c1=O)OCO3)N1CCCCC1 (configuration not stated)	-7	3	2	3	-4	2	-6	-3
Fc1ccc(NC(=S)Nc2ccc(F)c(Cl)c2)cc1Cl	8	72*	12	-7	10	17	-2	5
COc1cc2c(-c3ccc(O)cc3)nc3c(c(C)nn3-c3ccccc3)c2cc1OC	22	-18	x	6	-12	11	x	x
CN=C1NN=C(c2cc(C)n(-c3ccc(Cl)cc3)c2C)CS1	-23	3	-8	-11	1	4	5	-3
NNc1nc2sc3c(c2c(=O)n1-c1ccccc1)CCCC3	1	7	-20	0	3	2	9	-3
O=C(Oc1ccc(Br)cc1)c1cccc(S(=O)(=O)N2CCOCC2)c1	-12	0	5	-12	7	6	-1	0
O=C(CSC1=NCCS1)Nc1ccc(S(=O)(=O)NC2CCCCC2)cc1	-33	-7	6	1	-6	-3	-28	0
CC1(C)Cc2ccccc2-c2nc3n(c(=O)c21)CCS3	-3	2	7	-9	-1	-5	1	-4
Cn1c(SCC(=O)N2CCOCC2)nc2cccnc21	-4	-8	0	-5	-12	0	-10	-10
Cc1cccc(NCC(=O)NNC(=S)Nc2ccccc2)c1	2	-3	-5	17	4	11	28	-3
CCC(C(=O)OCC(=O)Nc1cc(C)ccc1OC)c1ccccc1 (configuration not stated)	6	15	5	3	11	6	2	-1
COCCCNC(=O)CN(c1cc(OC)ccc1OC)S(=O)(=O)c1ccccc1	4	1	-2	0	-2	-1	23	1
COc1ccc(C(=O)Nc2ccc(N3CCN(C(=O)C(C)C)CC3)cc2)cc1[N+](=O)[O-]	-3	7	-7	0	-18	16	0	0
Cc1ccc(S(=O)(=O)Nc2ccc(Cl)cc2)cc1NC(=O)Cn1cnc2c1c(=O)n(C)c(=O)n2C	1	-2	-17	-4	0	7	5	-1
Brc1ccc(CN2CC[C@H]3C=CCc4cccc(c43)C2)cc1	-26	3	22	-22	5	16	-1	-1
CCO[C@H]1OC(C(=O)N2CCOCC2)=C[C@@H](c2ccc(C(F)(F)F)cc2)[C@@H]1CCCO	12	2	-1	-8	-16	14	0	-4
N/C(=N\OC(=O)CCc1ccccc1)c1ccc(Br)cc1	-13	5	7	0	4	-1	-2	1
CC1Nc2ncnc(N3CCOCC3)c2N(Cc2ccc(Cl)cc2)C1=O (configuration not stated)	0	3	6	-2	-5	15	-15	4
CCCn1c(SCC(=O)NC2CCCCC2C)n[nH]c1=O (configuration not stated)	1	-3	-8	-6	-1	-16	14	9
Cc1cc(C)c(NC(=O)COc2nc3ccccc3nc2C)c(C)c1	9	2	-4	3	-3	17	-9	-1
CCOC(=O)c1c(SCC(=O)Nc2nc(C)cs2)nc(=O)[nH]c1C	-7	-4	2	4	0	2	-45	-1
CC(=O)Nc1ccc(S(=O)(=O)Nc2ccc(Nc3ccccc3)cc2)cc1	-8	-20	2	-1	17	-1	8	-1
CC1(C)CC(NC(=O)c2ccc(Cl)cc2Cl)CC(C)(C)N1	17	-2	-2	4	-3	4	8	1
COc1cccc(NS(=O)(=O)c2ccc3c(c2)NC(=O)C(C)C(=O)N3)c1 (configuration not stated)	-4	-13	-2	1	-3	3	3	-1
COc1cc(NC(=O)C2Cc3ccccc3CN2S(C)(=O)=O)cc(OC)c1 (configuration not stated)	9	-4	6	-6	-1	-1	11	-4
C=CCN1C(=O)c2ccccc2NC1c1cc(Br)cs1 (configuration not stated)	-16	24	12	6	7	8	5	-2
CCCCc1ccc(NC(=O)CC(C)(C)C)cc1	-56	4	-7	3	-8	3	-5	1
COc1ccc(OC)c(C=NNC(=O)c2ccccc2NS(=O)(=O)c2cccs2)c1	1	-16	-4	11	2	3	1	-3
CCc1ccccc1N1CCN(S(=O)(=O)c2cc(OC)ccc2OC)CC1	-3	57*	-12	8	15	8	5	0
CCOC(=O)N1C/C(=C\c2ccccc2)C(=O)/C(=C/c2ccccc2)C1	-11	3	x	30	31	39	x	x
O=C(CN1C(=O)COc2ccccc21)N(Cc1cccnc1)Cc1cccc(F)c1	4	-16	-1	6	19	6	13	-1
CCN(CC)S(=O)(=O)c1ccc(OC)c(NC(=O)c2cc(C)on2)c1	5	8	-9	6	-11	-4	-7	-1

Compound activity: PubChem BioAssay, Sanford-Burnham Center for Chemical Genomics
